Bioassay records from PubChem.
Xi reactivation – activators of inactive X chromosome reactivation, primary screen, imaging, XiGFP fibroblasts, GFP high-content imaging, set 2 | actives 0.055% (n = 360,000) | activation, % at 7.58 µM | XiGFP mouse fibroblasts, % GFP-positive cells imaging, 3 d; cells co-treated with 5-aza-dC sensitizer; scaled so ellipticine positive control = 100%;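 active = mean normalized replicate activation at least 10% and every replicate at or above 10%; inconclusive = only one of the two criteria met; inactive = mean below 10% and not all replicates reach 10%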;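 note: 0% = median of on-plate neutral control wells and 100% = ellipticine 6 µM median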
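Material: SV40-immortalized XiGFP fibroblast cells, line 68-5-11 | Buffer or medium: DMEM containing 5-aza-dC | Dosing: One concentration, pinned | Times: 3 d treatment, 15 min room-temperature fixation | Controls: Ellipticine 6 µM positive control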
RAD54 branch – inhibitors of human RAD54 branch migration, primary screen, biochemical, fluorescence, single point | DNA repair and recombination protein RAD54-like (Homo sapiens), Q92698 | RAD54 Holliday junction branch migration, FAM/BHQ fluorescence | inhibition, % at 10.4 µM | actives 0.14% (n = 360,000) | AID 602329, 2012;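 active = mean normalized replicate activity at least 40 and at least half of replicates scoring 40 or more; inconclusive = only one of the two criteria met; inactive = mean below 40 and under half of replicates reaching 40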;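 note: 0% = median of neutral control wells and 100% = median of positive control wells; inhibitors cause a drop in the FAM fluorescence signal; in these data hits start at about 50%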
F508del corr – F508del CFTR correction, initial screen, CFBE line, single point. CFBE cells, YFP halide quenching; stimulated with forskolin plus potentiator P3; % fluorescence drop versus neutral controls. activity (quench increase), % at 7.58 µM. actives 0.36% (n = 350,000). AID 720511, 2013;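 active = mean added fluorescence quench of at least 8% versus neutral control, with both replicates also reaching 8%; inconclusive = only one of the mean or replicate conditions met; inactive = mean below 8% and not both replicates reaching 8%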;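 note: cells transiently co-express mutant CFTR-F508del with the halide-sensitive YFP; corrector assay measuring rescue of mutant channel to the surface after 24 h compound exposure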
INS-1E GSIS act – GLuc luminescence reporter in INS-1E cells, primary screen for activators of glucose-dependent secretion of insulin | INS-1E GLuc reporter insulin secretion, 2-3 h | activation, % at 16.6 µM | actives 0.61% (n = 370,000);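 active = lowest replicate activation of at least 40%, so every replicate reaches that level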;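 note: 0% = median of neutral control wells and 100% = median of IBMX positive control wells; some compounds called inactive have numbers as strong as hits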
esBAF inh – Bmi1 luciferase reporter increase in mESCs, primary screen, esBAF inhibitor project, mouse ES cells, Bmi1 luciferase knock-in, single point | 24 h; 100% = twice the neutral-well signal | actives 2% (n = 350,000) | AID 602393, 2012 | reporter increase, % at 12.5 µM; in the data active = activation above about 40%; inconclusive = no clear call, values can overlap the other calls;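 note: 0% = median of the plate's neutral control wells and 100% = double that signal; a rise in the Bmi1 reporter signal indicates esBAF inhibition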
ERAP1 inh – human ERAP1 aminopeptidase inhibitors, primary screen, biochemical, single point, plate reader; recombinant ERAP1, Leu-AMC fluorescence, 60 min; actives 0.15% (n = 340,000); Endoplasmic reticulum aminopeptidase 1 (Homo sapiens), Q9NZ08; inhibition, % at 10.7 µM;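 active = mean replicate inhibition of at least 30%, or all replicates individually reaching that 30% level; inactive = mean below 30% and not every replicate reaching it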;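 note: 0% = neutral control wells and 100% = L-leucinethiol positive control wells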
ARNT-TACC3 inh – disruptors of ARNT/TACC3 protein interaction, primary screen, biochemical, AlphaScreen, single concentration | AlphaScreen His-ARNT PAS-B/GST-TACC3 binding, luminescence; TACC3 fragment carries E629A point mutation | inhibition, % at 9.99 µM | AID 623870, 2012 | actives 0.66% (n = 390,000);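 active = mean inhibition of replicates at least 50% and at least half of replicates each reaching 50%; inconclusive = half or more replicates reach 50% but mean below 50%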;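 note: 0% = complete ARNT plus TACC3 wells and 100% = ARNT alone without TACC3; many hits fall short of the cut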
RAD52 inh – RAD52 DNA annealing inhibitors, primary screen, biochemical, FRET, single point, set 2 | DNA repair protein RAD52 homolog (Homo sapiens), P43351 | recombinant RAD52 DNA annealing, FRET fluorescence | inhibition, % at 18.7 µM | actives 0.46% (n = 360,000) | AID 651710, 2012;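 active = every replicate showing at least 50% inhibition; inconclusive = mean inhibition at least 50% but not in every replicate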
Target sequence (P43351 whole entry, looked up): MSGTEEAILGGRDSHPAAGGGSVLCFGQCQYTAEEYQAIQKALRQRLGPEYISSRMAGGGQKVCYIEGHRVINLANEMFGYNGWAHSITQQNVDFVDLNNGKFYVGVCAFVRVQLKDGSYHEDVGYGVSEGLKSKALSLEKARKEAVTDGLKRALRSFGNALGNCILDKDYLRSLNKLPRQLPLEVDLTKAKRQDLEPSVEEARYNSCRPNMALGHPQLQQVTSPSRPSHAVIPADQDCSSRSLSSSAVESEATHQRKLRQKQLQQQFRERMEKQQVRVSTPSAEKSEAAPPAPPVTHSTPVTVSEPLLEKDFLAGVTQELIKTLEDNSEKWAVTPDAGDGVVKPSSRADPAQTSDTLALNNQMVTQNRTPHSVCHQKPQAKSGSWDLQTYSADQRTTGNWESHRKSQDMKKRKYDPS
Numbers without * were called inactive; ? = inconclusive; / = not tested or not shown.

SMILES	Xi reactivation	RAD54 branch	F508del corr	INS-1E GSIS act	esBAF inh	ERAP1 inh	ARNT-TACC3 inh	RAD52 inh
O=C(/C=C(\c1ccccc1)n1cncn1)c1ccccc1	0.4	/	/	/	/	-3	-1	-7
COCC(=O)N(C)C[C@@H]1[C@H](c2ccc(-c3cccnc3)cc2)[C@@H](CO)N1C(C)=O	0.2	3	-1.9	4	0	-3	-13	-16
COc1ccc(C)cc1S(=O)(=O)n1c([N+](=O)[O-])cnc1C	0.0	-13	1.6	-2	1	-4	18	-16
CN1CCN(C(=O)/C=C/c2cn(-c3ccccc3)nc2-c2ccc3c(c2)OCCO3)CC1	0.0	18	-0.6	-5	2	-1	/	43
CCOc1ccc2nc(/N=C/c3c(C)[nH]n(-c4ccc(C)cc4)c3=O)sc2c1	0.0	9	-2.5	14	/	5	32	-7
CNC[C@@H]1Oc2ccc(NC(=O)Nc3ccc(OC)cc3)cc2CC(=O)N([C@@H](C)CO)C[C@@H]1C	-0.8	0	-2.5	12	-4	-2	-1	6
Cc1cc(C)nc(SC2=CS(=O)(=O)c3ccccc32)n1	/	-8	/	48	7	/	-13	/
CCOc1ccccc1NC(=O)CSc1ccc(-c2ccco2)nn1	-0.1	-4	-2.0	61*	-7	0	-2	-23
COCCNC(=O)/C(C#N)=C/c1ccc(O)c([N+](=O)[O-])c1	0.0	/	0.2	-33	/	10	-7	-2
CC(=O)N1N=C(c2ccccc2)OC12CCCC2	0.1	/	-0.5	-3	/	2	2	-7
C[C@H]1CN([C@@H](C)CO)C(=O)Cc2cc(NC(=O)Nc3ccc4c(c3)OCO4)ccc2O[C@@H]1CN(C)C(=O)Nc1ccc2c(c1)OCO2	0.0	1	1.4	-3	0	0	-3	-7
O=C(C#Cc1ccccc1)Nc1ccc(F)cc1	0.1	-15	0.9	-1	49*	0	-1	-12
COc1ccccc1C(=O)NCCc1c(C)[nH]c2c(C)ccc(F)c12	-0.6	/	0.2	0	/	3	-13	-23
C[C@H]1CN([C@@H](C)CO)C(=O)c2cc(C#CC3(O)CCCC3)cnc2O[C@@H]1CN(C)C	-0.8	-3	-0.6	15	4	2	-5	-8
O=C(NCC[C@@H]1CC[C@@H](NS(=O)(=O)c2ccccc2)[C@@H](CO)O1)c1ccccc1F	0.1	2	0.4	3	0	-1	-7	4
CN(C)C(=O)c1cccc(-c2ccc([C@@H]3[C@@H](C#N)N(C(=O)C4CCC4)[C@H]3CO)cc2)c1	-0.1	-16	-2.0	-3	-6	1	5	-14
O=C(CN1CCOCC1)N/N=C/c1ccco1	0.0	/	-0.1	9	/	-1	-1	-9
COc1ccc(-c2ccc3c(c2)O[C@@H](CN(C)CC2CC2)[C@@H](C)CN([C@@H](C)CO)S3(=O)=O)cc1	-1.1	/	-2.4	5	0	/	/	/
COc1ccc2c(c1)C(C)=CC(C)(C)N2S(=O)(=O)c1ccc(Br)cc1	?	/	-0.9	-12	-25	-4	7	-8
O=C(CSc1nnc(-c2cccnc2)o1)Nc1cccc(Cl)c1	0.0	-4	-0.5	-3	14	3	/	3
CN1c2ccc(-c3ccc(F)cc3)cc2[C@@H]2[C@@H](CCN2C(=O)Cc2cccnc2)[C@H]1CO	0.0	1	5.2	19	-4	1	4	12
O=C(Nc1cccc2cccnc12)c1cccc([N+](=O)[O-])c1	0.4	-3	-4.1	-7	29	0	-9	-3
C[C@H](CO)N1C[C@H](C)[C@H](CN(C)C(=O)Nc2ccc3c(c2)OCO3)Oc2ccc(NC(=O)Nc3ccc(C(F)(F)F)cc3)cc2C1=O	-1.1	13	4.8	2	6	0	12	-3
CN(C)c1ccc(S(=O)(=O)NCC(=O)OCC(=O)Nc2cc(Cl)cc(Cl)c2)cc1[N+](=O)[O-]	0.2	/	/	/	-9	-1	-4	-1

Full records, looked up by structure:
Entry for COc1ccc2c(c1)C(C)=CC(C)(C)N2S(=O)(=O)c1ccc(Br)cc1 → Xi reactivation = ?; RAD54 branch = /; F508del corr = -0.9; INS-1E GSIS act = -12; esBAF inh = -25; ERAP1 inh = -4; ARNT-TACC3 inh = 7; RAD52 inh = -8
Entry for COc1ccccc1C(=O)NCCc1c(C)[nH]c2c(C)ccc(F)c12 → Xi reactivation = -0.6; RAD54 branch = /; F508del corr = 0.2; INS-1E GSIS act = 0; esBAF inh = /; ERAP1 inh = 3; ARNT-TACC3 inh = -13; RAD52 inh = -23

Next records:
SMILES	Xi reactivation	RAD54 branch	F508del corr	INS-1E GSIS act	esBAF inh	ERAP1 inh	ARNT-TACC3 inh	RAD52 inh
O=C(CC(=O)c1ccccc1)Nc1ccccc1C(F)(F)F	0.0	7	4.2	17	27	-1	-10	9
O=C(N[C@@H](Cc1c[nH]c2ccccc12)C(=O)O)C1CCN(S(=O)(=O)c2cccs2)CC1	0.0	0	0.1	5	-4	1	-74	-6
COCC(=O)Nc1ccc2c(c1)C(=O)N(C)C[C@@H](OC)[C@H](C)CN(C(=O)CN1CCOCC1)[C@H](C)CO2	0.0	/	0.3	18	-1	/	/	/
Cc1cc(C)c(NC(=O)CSc2cccc[n+]2[O-])c(C)c1	0.1	-8	-0.8	0	4	0	0	-6
Cc1ccc(C(=O)N/N=C\c2cccs2)cn1	0.0	/	-0.4	-4	/	0	-3	-21
CC(=O)c1ccc(OCCCC(=O)Nc2ccc(C)c(S(=O)(=O)N3CCOCC3)c2)cc1	0.0	1	-2.7	-21	-5	0	1	-4
CCOCCCNC(=O)CN1C(=O)COc2ccc(S(=O)(=O)N3CCOCC3)cc21	0.0	-2	1.6	22	-1	2	2	-10
CC(=O)Nc1ccc(C(=O)OCC(=O)N2CCCC2=O)cc1	0.1	-6	-2.5	7	-2	-3	-8	5
O=C(Nc1ccc2nc3n(c(=O)c2c1)CCCCC3)c1ccccc1Cl	-0.1	-6	2.7	4	28	/	6	-15
CCC(C)CCN1C(N(C)C)=NC[C@@H]1Cc1ccccc1 (some centres undefined)	-0.1	-21	-5.5	12	-8	1	-10	-6
O=C(Nc1ccc(S(=O)(=O)N2CCOCC2)cc1)C1CC(=O)N(c2ccc(F)cc2)C1 (centres undefined)	0.4	-6	1.1	11	-2	0	/	-16
CC(=O)n1cc([C@@H]2C=C(C(=O)N3CCN(Cc4ccc5c(c4)OCO5)CC3)O[C@H](OCCCCO)C2)c2ccccc21	0.0	-6	-4.6	3	-2	1	-16	-44
COc1ccc(NC(=O)N(C)C[C@@H]2Oc3ncc(C#C[C@H](C)O)cc3C(=O)N([C@H](C)CO)C[C@H]2C)cc1	-0.9	2	-3.7	26	3	3	-3	9
N#C/C(=C/c1ccc(-c2ccccc2[N+](=O)[O-])o1)C(=O)NCCN1CCCCC1	0.0	/	-0.8	/	/	-1	15	-3
C[C@@H]1CN([C@H](C)CO)C(=O)c2cc(NC(=O)C3CCCCC3)ccc2O[C@H]1CN(C)S(=O)(=O)c1ccc(F)cc1	0.1	3	-2.1	11	3	-1	4	27
CCCCCC(O)CCCC(=O)O (centres undefined)	-0.3	3	-10	6	1	-3	-3	-5
COCCNC(=O)C(OC(=O)c1nsc(Cl)c1Cl)C(C)C (centres undefined)	0.0	/	-0.6	1	1	-3	1	-11
O=C(N/N=C/c1coc2ccc(Cl)cc2c1=O)c1cc(O)cc(O)c1	0.2	-4	-1.1	1	-1	-9	10	-35
O=S(=O)(c1ccccc1)c1nc(-c2ccccc2Cl)oc1NCCCN1CCOCC1	-0.1	-2	-1.0	/	1	-2	13	-19
CN(C)CCCNC(=O)c1c(N)[nH]c(C(=O)c2ccc(Br)cc2)c1-c1ccc(Br)cc1	-0.1	/	-1.1	8	/	0	/	0
C[C@@H]1CN([C@H](C)CO)C(=O)c2cccc(NS(=O)(=O)c3cn(C)cn3)c2O[C@H]1CN(C)Cc1ccncc1	-1.3	10	0.2	9	-2	1	1	10
O=C(c1ccc(F)cc1)N1CCCCN2[C@H](CO)[C@@H](c3ccc(C#CC4(O)CCCC4)cc3)[C@H]2C1	0.1	-1	-0.9	-8	/	-2	-5	-2
CCCCN(C(=O)c1ccc(COc2ccccc2)o1)c1c(N)n(CC(C)C)c(=O)[nH]c1=O	0.0	2	0.2	32	-3	2	-2	-45
CCCOP(=O)(OCCC)C(NC(=O)C(C)(C)C)c1ccccc1 (centres undefined)	0.0	/	/	-17	/	2	/	2
COc1ccc(C)cc1-n1nnnc1SCC(=O)NC(=O)NCc1ccco1	/	-4	-2.8	6	5	-2	-5	-25
C[C@H]1CN([C@@H](C)CO)C(=O)c2cc(-c3ccc(F)cc3)cnc2O[C@@H]1CN(C)CC1CCOCC1	-0.5	-1	-4.0	16	4	-1	-1	-13
CO[C@H]1CN(C)C(=O)c2ccc(NC(C)=O)cc2OC[C@H](C)N(CC2CC2)C[C@@H]1C	-0.1	-8	-0.4	-1	6	2	-9	6
CCC(=O)Nc1c(-c2ccc(C)cc2)c(=O)c2ccccc2n1C	0.0	0	1.3	5	3	-4	32	1
COc1ccc(N2CCN(C(=O)CCN3C(=O)C4C5C=CC(C5)C4C3=O)CC2)cc1 (centres undefined)	0.0	/	1.3	1	/	-2	1	4
CCN1CCc2c(OCc3ccc(C)cc3)cccc2C1=O	0.0	/	/	5	/	4	-15	-7
COc1ccccc1C(=O)N1CCC2CCN(C(=O)c3ccccc3)C2C1 (centres undefined)	0.3	/	1.9	-6	/	-1	/	-39
COc1ccc(CNC2CCCc3ccccc32)cc1OC (centres undefined)	0.0	4	0.4	2	8	2	-10	-2
CC(=O)NC(C)(c1ccccc1)c1nc(/C=C/c2ccccc2)cs1 (centres undefined)	0.0	11	-2.4	-21	-8	2	/	-8
O=C(NCc1ccc2c(c1)OCO2)C1CCN(S(=O)(=O)c2ccc(F)cc2)CC1	0.0	8	1.7	-14	-5	2	1	-7
COc1ccc(N2CCN(CC(=O)Nc3nc(C)cs3)CC2)cc1	0.0	5	0.4	-9	-9	4	-11	-6
Cc1ccc(NC(=O)COC(=O)C2CC2)cc1Cl	0.0	-15	-0.5	-11	1	-2	/	-4
Cc1ccc(S(=O)(=O)N2CCN(c3ncnc4sccc34)CC2)cc1	0.0	-5	0.0	-34	-18	0	-2	-5
O=C(NCC1CCN(C(=O)C(=O)c2cccs2)CC1)c1ccc2ccccc2c1	0.2	/	4.2	-7	/	0	/	-20
C[C@H]1CCCCO[C@H](CN(C)Cc2ccc3c(c2)OCO3)[C@@H](C)CN([C@@H](C)CO)C(=O)c2cc(NC(=O)Nc3ccc(C(F)(F)F)cc3)ccc2O1	0.1	2	-1.8	9	-86	-1	57*	32
C[C@@H]1CCCCO[C@H](CN(C)C(=O)CCCN(C)C)[C@H](C)CN([C@@H](C)CO)C(=O)c2cc(NC(=O)C3CCCCC3)ccc2O1	0.0	-3	-0.7	11	8	0	-3	17
OC1(Cc2ccccc2)CCNCC1	0.1	1	-2.8	0	-7	-2	/	-8
COc1ccc(N2C(=O)C3[C@@H](C2=O)C2(Cl)C(Cl)=C(Cl)C3(Cl)C2(OC)OC)cc1 (some centres undefined)	0.2	5	/	-9	/	/	-1	/
